RMI-FANCM inh: disruptors of RMI1/RMI2 association with MM2 peptide – biochemical, fluorescence polarization, human, primary screen; RMI core complex (RMI1/RMI2) binding to FANCM MM2 peptide, human; RMI core complex with F-MM2 peptide; hits give low values; FP signal (polarization) at 33 µM; 70,000 compounds, 0.58% hits; AID 1159607, 2016; in the data active = FP signal below about 40; also: inactives centre near 61; strong numbers were not always called active; unit not given here
* = called active by the depositor; & = joins results of further samples. This is a subset, so the mix of outcomes need not match the whole.

SMILES | RMI-FANCM inh
O=C(NCC1CCN(Cc2ccccc2)CC1)C(=O)Nc1ccc(OC(F)(F)F)cc1 | 79
COc1ccc(-c2cn3c(CCC(=O)Nc4ccc5c(c4)OCO5)csc3n2)cc1 | 69
Cc1noc(C)c1S(=O)(=O)N1CCN(Cc2nc(-c3cccs3)cs2)CC1 | 60
Cc1cc(Nc2c(C)n(C)n(-c3ccccc3)c2=O)nc(-n2cc([N+](=O)[O-])cn2)n1 | 53
CCOC(=O)Cn1c(-c2cccnc2)nc(-c2ccccc2)c1-c1ccccc1 | 62&50
COc1ccc(-c2cc3nc(C)cc(C)n3n2)cc1OC | 64
Cc1csc(NC(=O)CSc2nnc(-c3ccc(=O)n(C)c3)n2C)n1 | 63
CCOc1ccccc1-c1nc(COC(=O)c2nnn(-c3cccc(SC)c3)c2C)c(C)o1 | 68
O=C(CSc1ccc(-c2cccc([N+](=O)[O-])c2)nn1)NCc1ccco1 | 54
Cc1ccc(S(=O)(=O)CCCC(=O)Nc2nc3c(C)c(Cl)ccc3s2)cc1 | 82
COc1ccc(S(=O)(=O)N2CCCC2CNC(=O)C(=O)Nc2cccc(C)c2C)cc1 (stereo unspecified) | 61
N#Cc1c(Br)cnn1Cc1ccc(Cl)cc1 | 52
CCOC(=O)c1c(C)nsc1N | 54
O=C(Nc1nc2c(cc3c4c(cccc42)CC3)s1)c1cc(-c2cccs2)nc2ccccc12 | 68
N=C(N)Sc1cn(Cc2cccc(F)c2)c2ccccc12 | 82
O=C(CSc1ccc(-c2cccnc2)nn1)Nc1cc(C(F)(F)F)ccc1Cl | 55
NC(=S)c1ccc(N2CCC(C(F)(F)F)CC2)nc1 | 48
Cc1c(Oc2c([N+](=O)[O-])cc(C(F)(F)F)cc2[N+](=O)[O-])ccc2c1oc(=O)c1ccccc12 | 52
COc1ccc(-c2c(C)c3ccc(OCCN4CCN(C)CC4)cc3oc2=O)cc1OC | 61
O=C(Sc1c(Cl)cccc1Cl)N1CCOCC1 | 64
Cc1onc(-c2ccccc2)c1NC(=O)Nc1nnc(C2CC2)s1 | 53
CC(Sc1nncn1C)C(=O)Nc1nnc(-c2ccc(Br)cc2)s1 (stereo unspecified) | 60
Cc1ccc(S(=O)(=O)CCN2CCN(c3cc(C(F)(F)F)nc4ccc(C)cc34)CC2)cc1 | 57
O=C1CC(c2ccccc2)C(=O)N1 (stereo unspecified) | 67
CCOc1ccc(OCC)c(S(=O)(=O)N2CCN(c3ccc4nnc(C)n4n3)CC2)c1 | 68
C=CCn1c(SCC(=O)Nc2sc(C(=O)OC)c(C)c2C(=O)OCC)nc2sc3c(c2c1=O)CCC3 | 61
Cc1ccccc1OCc1nc2ccccc2[nH]1 | 60
CCCNS(=O)(=O)CCCOc1ccc2c(c1)OCO2 | 65
CCc1cccc(NC(=O)CSc2nccn3nc(-c4ccccc4)cc23)c1 | 174
COc1ccc(Br)cc1S(=O)(=O)NCCOc1ccc(-c2ccc(F)cc2)nn1 | 54
Cc1cc(-c2onc(C)c2C(=O)Oc2ccc(Cl)cc2)no1 | 50
Cc1nc2cc(NC(=O)C3CCCN(S(C)(=O)=O)C3)ccc2s1 (stereo unspecified) | 64
Cc1ccc(N2CC(c3nc(-c4ccccc4F)no3)CC2=O)cc1 (stereo unspecified) | 66
CCOC(=O)c1sc(-c2ccccc2)cc1NC(=O)/C=C/c1ccccc1 | 56
O=C(Cn1c2c(c(=O)n(C3CCCCC3)c1=O)CCC2)Nc1nc2ccccc2[nH]1 | 60
O=C(Nc1nc2c(Br)cccc2s1)c1nc2ccccc2s1 | 61
COc1cccc(CSc2nc(CC(=O)NC3CCCC3)cc(=O)[nH]2)c1 | 50
C/C=C/C(=O)Nc1c(C(=O)Nc2ccc(F)c(F)c2)oc2ccccc12 | 67
O=S(=O)(NCC(c1ccsc1)N1CCc2ccccc2C1)c1ccccc1Cl (stereo unspecified) | 64
O=c1c(Cl)c2oc3ccccc3nc-2c2ccccc12 | 32*
COc1ccc(CCNC(=O)CC2CSc3nc(C(C)C)cc(=O)n32)cc1 (stereo unspecified) | 66
Cn1nccc1C(=O)N(CCN1CCOCC1)c1nc2c(F)cccc2s1 | 71
NC(=O)Cn1nc2ccc(SCc3ccc(Cl)cc3)nn2c1=O | 62
CC1=CC(C)=NC2=C(c3ccccc3)S/C(=C3/C(=O)N(C)C(=S)N3C)N12 | 58
O=C(NC1c2ccccc2-c2ccccc21)c1cccc([N+](=O)[O-])c1 | 56
Cc1ccccc1-c1nnc(NC(=O)c2c(F)cccc2F)s1 | 55
CC(C)Sc1nc2[nH]ncc2c(=O)[nH]1 | 58
COc1ccc(CCNC(=O)c2ccc(Cn3c(C)nc4ccccc43)o2)cc1 | 62
CCOC(=O)c1cc[n+](CC(=O)c2cccs2)cc1 | 73
Cn1c(SCC(=O)NC2CCCC2)nc2c(-c3ccccc3)csc2c1=O | 70

The last 2 entries of the part before are carried over, then new ones follow.
SMILES | RMI-FANCM inh
CCOC(=O)c1cc[n+](CC(=O)c2cccs2)cc1 | 73
Cn1c(SCC(=O)NC2CCCC2)nc2c(-c3ccccc3)csc2c1=O | 70
Cn1c(=O)c2c(=S)nc(-c3cccs3)[nH]c2n(C)c1=O | 68
COc1ccc(-c2csc(-n3nc(C)cc3NC(=O)c3ccccc3C(F)(F)F)n2)cc1OC | 64
C=CCn1c(SCC(=O)Nc2sc3c(c2C(=O)OC)CCC3)nc2scc(-c3ccc(C)o3)c2c1=O | 69
CCc1ccc(S(=O)(=O)Nc2ccc(-c3csc4nc(C)cc(=O)n34)cc2)cc1 | 66
CCOc1ccc(-c2cccc(NC(=O)NCc3ccccc3)c2)nn1 | 81
COc1ccc(S(=O)(=O)N2CCC(C(=O)Nc3nc4c(s3)CC(C)CC4)CC2)cc1 (stereo unspecified) | 51
CC(=O)Nc1ccc(N(CC(O)CON=C2c3ccccc3-c3ccccc32)S(C)(=O)=O)cc1 (stereo unspecified) | 64
CS(=O)(=O)c1cccc2sc(N3CCNCC3)nc12 | 70
CC1(C)CCc2cc(/C=C(\C#N)C(=O)c3cccc(C(F)(F)F)c3)ccc2O1 | 55
Cc1cc(C)cc(NC(=S)NCCCCN2CCN(c3cccc(Cl)c3)CC2)c1 | 68
O=c1onc2n1-c1cc(Br)ccc1OC2 | 46
COC(=O)CSc1cc(C(F)(F)F)nc2c(C(=O)OC)scc12 | 40
COCC(C)NC(=O)C(=O)Nc1ccc2c(c1)OCCO2 (stereo unspecified) | 50
Cc1nc(SCc2cccc(Cl)c2)[nH]c(=O)c1CC(=O)NCCc1ccc(F)cc1 | 61
CCOC(=O)C1CCCN(C(=O)CCCSc2ccc(NC(=O)C3CC3)nn2)C1 (stereo unspecified) | 64
CCOC(=O)NC(=S)NCCCn1ccnc1 | 60
N#Cc1c(C(F)(F)F)cc(-c2cccs2)n(N)c1=O | 62
CCCCc1ccc(NC(=O)Cn2ccn(-c3ccc(OC)cc3)c2=O)cc1 | 74
COc1ccc(OC)c(C(=O)Nc2ncc(S(=O)(=O)c3ccc([N+](=O)[O-])cc3)s2)c1 | 62
COc1ccc2sc(N(Cc3ccccc3)C(=O)c3ccc(S(=O)(=O)N(C)C)cc3)nc2c1 | 58
COc1cccc(CNC(=O)c2c(O)nc3c(C)cccn3c2=O)c1 | 53
Clc1cc2c(c3ncccc13)OCN(Cc1cccnc1)C2 | 59
Cc1cc(Nc2ccc(S(=O)(=O)Nc3cc(C)on3)cc2)c2ccc(C(F)(F)F)cc2n1 | 62
COC(=O)c1sc2ccccc2c1NC(=O)CN1C(=O)CCC1=O | 58
Cc1nnc(SCC(=O)NCc2ccccc2Cl)n(N)c1=O | 58
O=C(O)c1sccc1S(=O)(=O)Nc1ccc(Cl)cc1 | 54
N#CCn1cnc2c(-c3ccccc3)csc2c1=O | 62
COc1ccc(CNC(=O)Cc2cc(-c3ccc(Cl)cc3)on2)cc1 | 89
Nc1nc2ccc(S(=O)(=O)N3CCOCC3)cc2s1 | 63
CCOC(=O)c1noc(N)c1C#N | 54
O=C1CCC([N+](=O)[O-])C(C2CC=CCC2)N1 (stereo unspecified) | 42
CCN(c1ccccc1)S(=O)(=O)c1ccc2c(c1)OCCO2 | 57
O=C(CCCS(=O)(=O)c1ccccc1)Nc1nc2c(F)cccc2s1 | 55
S=C1NCN(Cc2ccccc2)CN1 | 58
NNc1ccc(S(=O)(=O)C(F)(F)F)cc1[N+](=O)[O-] | 50
CCN1C(=O)c2cccc3c(NC(=O)c4ccc(S(=O)(=O)N(C)C5CC5)cc4)ccc1c23 | 63
O=C1c2ccccc2C(=O)N1CCSCc1cccc(C(F)(F)F)c1 | 52
CCOc1cccc2sc(N(Cc3cccnc3)C(=O)COc3ccccc3F)nc12 | 68
COc1ccc(OC)c(Nc2nc(CC(=O)Nc3ccc(C)cc3)cs2)c1 | 63
Cc1ccn2cc(CNC(=O)c3cccs3)nc2c1 | 59

Taken from the entries so far for reference:
SMILES | RMI-FANCM inh
CCN1C(=O)c2cccc3c(NC(=O)c4ccc(S(=O)(=O)N(C)C5CC5)cc4)ccc1c23 | 63
O=C1c2ccccc2C(=O)N1CCSCc1cccc(C(F)(F)F)c1 | 52
CCOc1cccc2sc(N(Cc3cccnc3)C(=O)COc3ccccc3F)nc12 | 68

Continued:
SMILES | RMI-FANCM inh
CCN(CC)S(=O)(=O)c1ccc(C(=O)NCCOc2cc(C)cc(C)c2)cc1 | 62
COC(=O)c1csc(S(=O)(=O)N2CCCC2)c1OC | 49
COc1cc(S(=O)(=O)NCC2CCCO2)c(C)cc1C (stereo unspecified) | 64
NC(=S)N/N=C\c1ccc(OC(=O)c2cccnc2)cc1 | 57
O=C(C(=O)N1CCN(c2ccc([N+](=O)[O-])cc2)CC1)c1cn(CC(=O)N2CCOCC2)c2ccccc12 | 76
O=C(O)Cc1csc(NC(=O)c2ccc[nH]c2=O)n1 | 63
O=C(NCCn1ncc2c(N3CCOCC3)ncnc21)c1cccc(Cl)c1 | 66
O=C(C1CCCC1)N1CCc2ccc(NS(=O)(=O)c3cccc(Cl)c3)cc21 | 66
CN(n1cnc2ccccc2c1=O)S(=O)(=O)c1cc(Cl)sc1Cl | 56
CC(C)c1cc(Br)c(NC(=O)NCc2ccc3c(c2)OCO3)c(Br)c1 | 55
N#Cc1cc2c(nc1SCC(=O)c1ccccc1)CCC2 | 41
Cc1nnsc1C(=O)Nc1ccccc1F | 53
O=C(c1ccc(S(=O)(=O)N2CCc3ccccc3C2)cc1)N1CCCCC1 | 64
O=c1sn(-c2ccc([N+](=O)[O-])cc2Cl)c(=O)n1C1Cc2ccccc2C1 | 52
CCOc1ccc(NC(=S)NC(=O)COc2cc(Cl)c(Cl)cc2Cl)cc1 | 59
Cc1nc(C(F)(F)F)ccc1C(=O)NCCc1cccs1 | 57
CCOc1ccc(-n2c(-c3ccccc3)csc2=NC(C)=O)cc1 | 65
COc1ccc2sc(Nc3nc4ccc(Br)cc4s3)nc2c1 | 86
COc1ccc(S(=O)(=O)Nc2ccc3c(c2)OCC(C)(C)C(=O)N3)c(C)c1 | 64
COc1ccc(NS(=O)(=O)c2ccc(-c3ccc(Cl)cc3)cc2)cc1 | 55

Overlap with the part before: four compounds, followed by the next part.
SMILES | RMI-FANCM inh
CCOc1ccc(-n2c(-c3ccccc3)csc2=NC(C)=O)cc1 | 65
COc1ccc2sc(Nc3nc4ccc(Br)cc4s3)nc2c1 | 86
COc1ccc(S(=O)(=O)Nc2ccc3c(c2)OCC(C)(C)C(=O)N3)c(C)c1 | 64
COc1ccc(NS(=O)(=O)c2ccc(-c3ccc(Cl)cc3)cc2)cc1 | 55
Cc1cccc(COn2cccc(C(=O)Nc3ccc(Br)cc3)c2=O)c1 | 67
Cc1nn(S(=O)(=O)c2ccc(Cl)c([N+](=O)[O-])c2)c(C)c1S(=O)(=O)N(C)c1ccccc1 | 58
COC(=O)c1ccccc1NC(=O)CSc1nc2c(-c3ccccc3)c[nH]c2c(=O)n1C1CC1 | 73
Cc1nn(CC(=O)NOC(=O)c2ccccc2F)c(C)c1[N+](=O)[O-] | 53
O=C(Nc1cccc(-c2cn3c(n2)SCC3)c1)c1ccccc1F | 60
Cc1ccc(-c2c(NC(=O)c3ccco3)n(-c3ccc(C)c(C)c3)nc(C)c2=O)cc1 | 60
COc1cc(-c2onc3ccc(Cl)cc23)ccc1O | 77
Cc1nccn1CC(=O)N/N=C/c1cccs1 | 59
N#C/C(=N/O)C(=O)c1ccc(Cl)cc1 | 51
COc1ccccc1CCNC(=O)c1ccc(Cn2c(C)nc3ccccc32)o1 | 64
COc1ccc(N2CCN(Cc3cc(=O)c(OC/C=C/c4ccccc4)co3)CC2)cc1 | 54
O=S1(=O)CCC(N=Cc2cn(-c3ccccc3)nc2-c2ccccc2)C1 (stereo unspecified) | 63
COc1ccccc1CNC(=O)c1sc(=S)n(Cc2ccco2)c1N | 69
Cc1cc(C)nc(NC(=O)NCCCSc2nnnn2-c2ccccc2)n1 | 51
CC(C)CC1NC(=O)N(Cc2ccc([N+](=O)[O-])cc2)C1=O (stereo unspecified) | 53
OC(CNC1CCCC1)COc1ccccc1-c1ccccc1 (stereo unspecified) | 82
CC(=O)Nc1cccc(NS(=O)(=O)c2ccc3c(c2)OCCCO3)c1 | 56
O=C(Nc1cccc2ccccc12)N1CCOCC1 | 57
COC(=O)C1=CC(C(=O)c2cccs2)=NN(c2ccccc2)C1C(=O)OC (stereo unspecified) | 50
Cc1cccc(-c2nnn3c2nc(NCCc2ccc(S(N)(=O)=O)cc2)c2ccccc23)c1 | 58
CC(=O)Nc1ccc(S(=O)(=O)n2ccnc2)cc1 | 66

A few values from the entries so far.
Entry for OC(CNC1CCCC1)COc1ccccc1-c1ccccc1 (stereo unspecified) under RMI-FANCM inh: 82
Entry for COc1ccc(N2CCN(Cc3cc(=O)c(OC/C=C/c4ccccc4)co3)CC2)cc1 under RMI-FANCM inh: 54
Entry for COc1ccccc1CNC(=O)c1sc(=S)n(Cc2ccco2)c1N under RMI-FANCM inh: 69
Entry for CC(=O)Nc1cccc(NS(=O)(=O)c2ccc3c(c2)OCCCO3)c1 under RMI-FANCM inh: 56
